Screening results deposited in PubChem BioAssay by The Scripps Research Institute Molecular Screening Center.
M4 antag = antagonists of human muscarinic M4 receptor (CHRM4) | CHO-hM4 cells, ACh EC80, Fluo-8 calcium fluorescence | inhibition, % at 3 µM | 360,000 compounds, 0.73% hits;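 active = inhibition above its plate's cutoff, the mean inhibition of sample wells plus 3 SD, cut at about 27% in these data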;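 note: 0% = acetylcholine EC80 with DMSO and 100% = DMSO without agonist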
Target sequence (P08173 whole entry, looked up): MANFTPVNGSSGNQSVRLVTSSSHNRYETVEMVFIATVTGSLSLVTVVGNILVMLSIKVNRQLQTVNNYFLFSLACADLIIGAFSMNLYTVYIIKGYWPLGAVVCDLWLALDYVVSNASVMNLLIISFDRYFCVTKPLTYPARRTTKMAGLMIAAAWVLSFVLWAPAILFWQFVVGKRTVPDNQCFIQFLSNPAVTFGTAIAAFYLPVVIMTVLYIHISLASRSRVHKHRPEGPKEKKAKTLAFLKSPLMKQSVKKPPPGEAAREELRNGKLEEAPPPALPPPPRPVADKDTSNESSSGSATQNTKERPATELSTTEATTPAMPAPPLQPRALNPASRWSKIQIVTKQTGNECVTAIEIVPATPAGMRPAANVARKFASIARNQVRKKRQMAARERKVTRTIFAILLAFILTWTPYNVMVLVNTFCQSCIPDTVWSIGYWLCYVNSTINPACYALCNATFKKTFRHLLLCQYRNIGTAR
M5 antag = blocks acetylcholine activation of human M5 receptor. CHO-hM5 cells, Fluo-8 calcium fluorescence, ACh EC80. inhibition, % at 3 µM. 360,000 compounds, 0.59% hits. AID 624040;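 active = inhibition above a per-plate cutoff, the mean of that plate's test compounds plus 3 SD, cut at about 27% in these data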;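 note: 0% = acetylcholine EC80 with DMSO and 100% = DMSO without agonist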
Target sequence (P08912 whole entry, looked up): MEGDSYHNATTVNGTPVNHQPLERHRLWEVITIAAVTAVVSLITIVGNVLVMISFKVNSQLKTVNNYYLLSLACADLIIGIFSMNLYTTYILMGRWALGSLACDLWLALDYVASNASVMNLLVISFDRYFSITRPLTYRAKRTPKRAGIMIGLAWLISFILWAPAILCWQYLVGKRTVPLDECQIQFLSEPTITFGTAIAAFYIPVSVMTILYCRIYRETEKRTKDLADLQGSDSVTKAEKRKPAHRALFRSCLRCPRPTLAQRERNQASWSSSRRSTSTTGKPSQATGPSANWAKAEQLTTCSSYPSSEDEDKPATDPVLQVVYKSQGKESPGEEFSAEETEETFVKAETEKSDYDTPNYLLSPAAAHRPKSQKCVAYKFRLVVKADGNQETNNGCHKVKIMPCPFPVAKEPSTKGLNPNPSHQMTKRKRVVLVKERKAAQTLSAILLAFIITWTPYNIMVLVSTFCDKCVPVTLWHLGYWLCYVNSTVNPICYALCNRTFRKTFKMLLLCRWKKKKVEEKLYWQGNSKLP
M4 PAM = potentiates acetylcholine response at human M4 receptor; CHO-K1 hM4/Gqi5, Fluo-8 calcium fluorescence, ACh EC20; 0% = ACh EC20, 100% = maximal ACh; activation, % at 3 µM; 360,000 compounds, 0.4% hits; AID 624126;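 active = activation above its plate's cutoff, the mean activation of sample wells plus 3 SD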; note: some results filed as inactive read as strong as hits
CHO-K1 Ca PAM = M1 PAM counterscreen hit in parental CHO-K1 cells; ATP EC20, Fluo-8 calcium fluorescence; 0% at ATP EC20, 100% at ATP max; AID 602247; activation, % at 3 µM; 360,000 compounds, 0.02% hits;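 active = activation above the run cutoff, the mean activation of all test compounds plus 3 SD, cut at about 40% in these data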;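 note: peak over basal fluorescence ratio in a 140 s read after ATP addition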
M1 ag parental = nonselective activator or artifact in parental CHO-K1 cells; activation, % at 3 µM; 360,000 compounds, 0.48% hits; Fluo-8 calcium fluorescence; scaled to maximal ATP response, vehicle zero; in the data active = activation above about 15%;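 note: untransfected CHO-K1 host cells lacking M1 receptor as counterscreen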
CHRM5 PAM = CHRM5 positive allosteric modulation; AID 624038; CHO-K1 hM5, Fluo-8 calcium, ACh EC20 PAM; 0% = ACh EC20, 100% = ACh EC100; 360,000 compounds, 0.3% hits; P08912; activation, % at 3 µM;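 active = activation above the run cutoff, the mean activation of all test compounds plus 3 SD, cut at about 18% in these data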
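System: CHO-K1 hM5 cells. Reagent: acetylcholine, EC20 level. Compound dosing: single dose, 3 µM nominal final test concentration. Timing: Post-acetylcholine fluorescence recording 140 s. Detection: Fluo-8 calcium fluorescence. Read-out: % activation, ACh-normalized. Benchmarks: ACh EC20 and EC100 wells. Repeats: singlicate, one well per test compound.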
M5 ag = agonists of human muscarinic M5 receptor (CHRM5). CHO-K1 hM5 cells, Fluo-8 calcium fluorescence; 0% DMSO wells, 100% maximal acetylcholine response. 360,000 compounds, 0.19% hits. AID 624037. P08912. activation, % at 3 µM;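 active = activation above the run's mean over test compounds plus 3 SD, cut at about 23% in these data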;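 note: signal is peak over basal fluorescence ratio across the kinetic read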
M4 ag = CHRM4 agonism in calcium assay | P08173 | CHO-K1 hM4/Gqi5, Fluo-8 calcium fluorescence; vehicle 0%, full acetylcholine response 100% | activation, % at 3 µM | 360,000 compounds, 0.14% hits | AID 624127;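 active = activation above the run mean over all test wells plus 3 SD, cut at about 32% in these data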;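 note: peak over basal fluorescence ratio per well then scaled between controls; 0% = DMSO wells and 100% = acetylcholine at EC100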
CHO-K1 Ca antag = nonselective inhibitor or artifact in parental CHO-K1 cells. ATP-induced calcium, Fluo-8 fluorescence. inhibition, % at 3 µM. 360,000 compounds, 0.6% hits;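 active = inhibition above a per-plate cutoff, the plate's mean sample inhibition plus 3 SD, cut at about 24% in these data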;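 note: 0% = DMSO plus EC80 ATP and 100% = DMSO alone without ATP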
* marks the source's active call; other numbers are inactive results; · = no result given.

SMILES | M4 antag | M5 antag | M4 PAM | CHO-K1 Ca PAM | M1 ag parental | CHRM5 PAM | M5 ag | M4 ag | CHO-K1 Ca antag
O=C(CSc1nncn1-c1ccccc1)NC1CCCCC1 | -12.7 | -10.5 | 6.3 | 18.0 | 0.0 | -3.6 | -0.5 | 3.5 | -17.6
CCOc1ccc(C(=O)Nc2ccc3c(c2)OCO3)cc1OCC | 0.4 | 18.4 | -6.9 | 12.2 | 0.0 | -8.2 | -4.0 | 0.6 | 4.0
O=S(=O)(c1ccc(Cl)cc1)N(CCCN1CCOCC1)Cc1cccs1 | -6.7 | -0.4 | -0.7 | 10.1 | 10.1 | -1.5 | -7.2 | 2.4 | -3.6
O=C(c1ccccc1[N+](=O)[O-])n1cnc2ccccc21 | 5.2 | -5.9 | 3.8 | -4.4 | 0.0 | 3.3 | 0.5 | 1.2 | 7.6
COc1cc(C)ccc1OCc1cc(C(=O)N2CCCCCCC2)no1 | -11.7 | -0.9 | 5.3 | 13.1 | 0.5 | -0.1 | -3.0 | 2.5 | -16.2
Cc1ccc(NCN2C(=O)c3ccccc3C2=O)c(C)c1 | -2.9 | -0.6 | 18.4 | 20.0 | 0.0 | -9.6 | -0.7 | 1.0 | -8.9
CC(=O)N1c2ccc(S(=O)(=O)NCC3CCC(C(=O)N4CCCCC4)CC3)cc2CC1C (centres undefined) | 7.5 | 8.3 | -4.3 | 16.8 | 4.2 | -4.2 | -1.9 | 4.3 | -12.7
Cn1cc(Cl)c(/C(N)=N/OC(=O)c2ccccc2C(F)(F)F)n1 | -3.3 | 2.4 | 5.9 | 11.1 | 1.1 | 2.5 | 1.2 | 2.4 | -7.6
Oc1ccc(/C=N/Nc2cc(N3CCCC3)nc(N3CCCC3)n2)cc1O | -1.6 | -5.8 | -2.3 | 4.4 | -0.5 | -1.0 | -1.4 | -0.5 | -10.7
COc1ccc(C)cc1NC(=O)C(OC(=O)c1cccc(S(=O)(=O)N(C)c2ccccc2)c1)c1ccccc1 (centres undefined) | 5.1 | -1.7 | 2.3 | -1.6 | -0.3 | 7.8 | -0.9 | 0.0 | -0.1
c1ccc2[nH]c(-c3nc4ccccc4[nH]3)nc2c1 | -13.4 | -1.8 | -1.6 | 12.7 | 1.3 | -1.2 | 2.2 | 3.4 | -0.1
N#CC1=C(N)OC2=C(C(=O)CCC2)C12CCN(C(=O)OCc1ccccc1)CC2 | 9.9 | 4.1 | -9.4 | -0.4 | 0.1 | -5.0 | -7.8 | 0.5 | 6.3
CN1C(=O)C(C)(C)c2cc(S(=O)(=O)N3CCCC3C(=O)NCc3ccc(F)cc3)ccc21 (centres undefined) | -5.4 | -3.9 | 5.6 | 23.5 | 0.8 | 2.2 | 1.7 | 2.3 | -3.1
C=CCOC(=O)C1=C[C@@H](c2coc3ccccc3c2=O)C[C@@H](OCc2ccc(CO)cc2)O1 | 2.4 | 0.1 | -0.1 | 7.4 | -0.6 | -4.2 | 4.4 | 3.3 | -9.2
COc1ccc(Cl)cc1Cn1c(C)c(C(=O)N(C)Cc2ccc(F)cc2)sc1=O | -1.3 | -1.8 | -1.2 | 5.2 | 0.0 | -5.5 | -1.0 | 1.9 | 9.1
COc1ccc(CNC(=O)C2(C)Cc3c(-c4cccc(C(N)=O)c4)ccnc3O2)cc1OC (centres undefined) | 0.7 | -0.2 | 7.6 | 12.1 | 1.5 | 1.5 | -0.8 | -0.5 | 4.6
CC(C)CCN1CCC(n2nccc2NC(=O)c2ccc3c(c2)OCO3)CC1 | 0.9 | 17.2 | -0.3 | -1.0 | 0.0 | -1.0 | -6.8 | 0.5 | -6.2
CCNC(=S)N/N=C/c1ccc(OCC(=O)Nc2ccc(C)cc2)cc1 | -3.0 | 16.3 | -11.1 | 12.6 | 5.3 | -13.3 | -3.0 | 10.8 | -5.4
O=C(CSc1nnc(COc2ccc(Cl)cc2)o1)N1CCOCC1 | 4.6 | -6.3 | 3.1 | 18.9 | 1.9 | -0.8 | 0.9 | 2.9 | -15.2
C=CCN(C(=O)c1csnn1)C(C(=O)NCc1ccc(F)cc1)c1sccc1C (centres undefined) | -2.2 | 10.9 | -6.8 | 6.1 | 2.7 | 0.7 | -1.8 | 9.3 | -7.3
COC(=O)C1(O)CC(C(C)C)=NN1C(=O)c1ccc(Cl)cc1 (centres undefined) | 0.2 | -3.1 | -1.3 | 14.1 | -0.2 | 0.6 | -1.2 | 0.5 | -10.0
O=C(NCc1cccs1)C1CCN(c2ccc(S(=O)(=O)N3CCOCC3)cc2Cl)CC1 | -5.8 | 0.5 | -3.8 | 16.7 | 6.8 | 2.3 | 5.7 | 7.6 | -5.7
CCOCC(=O)Nc1nnc(COCC)s1 | 5.6 | 3.3 | -3.5 | 21.1 | 5.8 | 6.7 | -1.3 | 0.6 | -15.1
O=c1[nH]c2ccccc2nc1NCc1ccccc1 | 5.8 | 8.3 | -4.0 | 12.5 | 2.7 | -0.6 | -0.7 | -0.7 | -3.4
CCn1c(COc2ccccc2Cl)nnc1SCC(=O)Nc1ncccc1C | -2.9 | -1.0 | -0.4 | 13.8 | -0.6 | 2.4 | -1.6 | 1.3 | 1.7
Cc1ccc(C(=O)NC(C)c2ccc3c(c2)OCO3)s1 (centres undefined) | 3.0 | 13.2 | -3.8 | 6.8 | 1.9 | -4.1 | -4.8 | 2.5 | -9.5
CC(=O)N[C@@H](Cc1c[nH]c2ccccc12)C(=O)OCC(=O)Nc1ccc(Cl)c(S(=O)(=O)N(C)C)c1 | -4.0 | 12.9 | 2.6 | 8.8 | 3.6 | -9.9 | 4.9 | 13.6 | -4.5
COCCCNC(=O)CCN1C(=O)COc2ccccc21 | -6.3 | 4.2 | 4.9 | -3.0 | 0.7 | -11.3 | 4.1 | -0.1 | -23.9
Cc1cccc(C)c1NC(=O)C(c1ccc([N+](=O)[O-])cc1)N1CCCCC1 (centres undefined) | 1.5 | 1.4 | -0.2 | 8.2 | -0.2 | -1.8 | -1.3 | -0.1 | -7.7
O=C(NCc1ccccc1)C(=O)NCC1COc2ccccc2O1 (centres undefined) | 3.0 | -8.2 | -0.6 | 17.0 | -0.1 | 4.0 | -2.3 | 0.5 | -9.3
CCOC(=O)N1CCN(C(=O)C[C@@H]2C[C@@]3(C(=O)OC)CC(C)(C)CC=C3N(Cc3ccc4c(c3)OCO4)C2=O)CC1 | -4.5 | -2.2 | 0.3 | · | · | 1.5 | 4.3 | 5.5 | ·
O=S(=O)(c1ccc2ccccc2c1)N1CCN(Cc2ccccn2)CC1 | -3.0 | -8.4 | -5.0 | 13.9 | 0.9 | -8.2 | -1.0 | 0.8 | -1.5
Cc1cc(NC(=O)C2C3C(=O)N(Cc4ccc(Cl)cc4)C(C(=O)NC4CCCCC4)C34C=CC2(C)O4)no1 (centres undefined) | 16.2 | -4.9 | 6.4 | 4.0 | 6.5 | 7.0 | -1.6 | -1.7 | 2.9
CCOC(=O)Nc1ccc(=O)n(Cc2c(Cl)cccc2Cl)c1 | -5.8 | -2.1 | 6.8 | 15.8 | 0.2 | -2.7 | -0.6 | 0.7 | -11.3
COc1ccc(-c2nc3cc(NC(=O)Cc4ccc(OC)c(OC)c4)ccc3o2)cc1 | 2.3 | -3.9 | 3.5 | 5.8 | 2.0 | -6.7 | 4.7 | 3.7 | 3.0
COc1ccc(-c2nn3c(-c4ccccc4)nnc3s2)cc1OC | 1.8 | 1.1 | -1.5 | 12.1 | 0.4 | -1.8 | 0.4 | 1.1 | -24.8

Part of the list above in order of length of the SMILES, largest number first.
SMILES | M4 antag | M5 antag | M4 PAM | CHO-K1 Ca PAM | M1 ag parental | CHRM5 PAM | M5 ag | M4 ag | CHO-K1 Ca antag
Cc1cc(NC(=O)C2C3C(=O)N(Cc4ccc(Cl)cc4)C(C(=O)NC4CCCCC4)C34C=CC2(C)O4)no1 (centres undefined) | 16.2 | -4.9 | 6.4 | 4.0 | 6.5 | 7.0 | -1.6 | -1.7 | 2.9
COc1ccc(-c2nc3cc(NC(=O)Cc4ccc(OC)c(OC)c4)ccc3o2)cc1 | 2.3 | -3.9 | 3.5 | 5.8 | 2.0 | -6.7 | 4.7 | 3.7 | 3.0
COc1ccc(-c2nn3c(-c4ccccc4)nnc3s2)cc1OC | 1.8 | 1.1 | -1.5 | 12.1 | 0.4 | -1.8 | 0.4 | 1.1 | -24.8

The list continues.
SMILES | M4 antag | M5 antag | M4 PAM | CHO-K1 Ca PAM | M1 ag parental | CHRM5 PAM | M5 ag | M4 ag | CHO-K1 Ca antag
Oc1ccc2ccccc2c1CNc1ccccc1 | -3.7 | -6.6 | 18.8 | 7.4 | 0.5 | 8.4 | 5.9 | 2.1 | -5.6
CCOC(=O)C1CCN(C(=O)c2ccccc2NC(=O)c2ccc(Cl)cc2)CC1 | 4.3 | -5.6 | 4.1 | -6.3 | 0.7 | 2.4 | -0.5 | 1.9 | 9.4
Cc1cc(Cl)ccc1OCCCC(=O)NN | -2.8 | 2.4 | 2.6 | -5.6 | 0.1 | 5.7 | 0.2 | 1.9 | -11.1
Cc1ccc(-c2csc(Nc3ccc(S(N)(=O)=O)cc3)n2)o1 | 4.8 | -0.7 | -6.4 | 7.8 | 0.0 | -1.4 | 0.1 | 0.1 | 6.1
Cc1nnc(C)n1/N=C/c1ccc(O)cc1 | 11.5 | 1.9 | 9.8 | 5.5 | 0.6 | -1.8 | -1.8 | 0.0 | -10.4
CC(=O)NCCNC(=O)C1(C)Cc2c(-c3ccc(C(N)=O)cc3)ccnc2O1 (centres undefined) | 5.0 | 4.6 | 7.3 | 19.9 | 0.4 | -0.9 | 1.4 | 1.6 | -11.1
COc1cccc(C(O)c2nc(-c3cc(F)cc(F)c3)cs2)c1 (centres undefined) | -9.9 | 8.1 | -1.7 | -14.1 | 0.3 | -5.7 | 0.6 | 2.9 | 22.4
CCN(CC)C(=O)CSc1nc(O)c(Cc2ccccc2)c(=O)n1-c1ccccc1C | 3.3 | 7.4 | 4.8 | -4.8 | -0.5 | 7.3 | -1.4 | 0.2 | 5.8
CCn1c2c(c(C)cc1=O)C(=O)CC(C)(C)C2 | 8.3 | 15.0 | -11.4 | 13.3 | 2.5 | -10.1 | -1.2 | 7.3 | -3.8
COc1ccc(C)cc1NC(=O)CCNC(=O)c1ccco1 | 6.5 | 5.2 | -4.8 | 3.5 | -0.1 | 10.9 | 0.1 | 1.1 | -8.4
O=C(O)c1cc(S(=O)(=O)N2CCOCC2)c(Sc2ccccn2)cc1Sc1ccccn1 | 3.2 | 3.4 | 2.5 | 7.2 | 0.4 | -0.8 | -1.1 | 0.3 | -0.6
Cc1nc(N)nc(SCc2ccc([N+](=O)[O-])cc2)c1N | -1.0 | 12.2 | -6.1 | -9.3 | 2.4 | -7.8 | -5.1 | 2.0 | -7.8
Cc1cc(N2CCOCC2)ccc1/C=C1\SC(=O)N(C(C)C)C1=O | -11.6 | -0.8 | 6.4 | 19.7 | 1.1 | -1.1 | -3.8 | 2.7 | -12.2
COc1cccc(N2CCN(S(=O)(=O)c3ccc4ccccc4c3)CC2)c1 | -0.2 | 2.4 | 1.0 | -1.5 | -0.3 | -3.9 | -1.9 | -0.4 | -0.8
CCOC(=O)Cc1csc(NC(=O)c2ccc3ccccc3n2)n1 | 4.2 | 12.2 | -5.3 | -1.4 | 2.6 | -1.1 | -4.0 | 4.0 | -15.1
CCCOc1ccc(N2C(=O)CC(N3CCN(c4ccccc4F)CC3)C2=O)cc1 (centres undefined) | 10.6 | -0.4 | 2.8 | -11.7 | -1.1 | -1.3 | -0.2 | -0.9 | 18.8
